Mot1-301 SUMO = inhibitors of SUMOylation pathway: yeast Mot1-301 growth rescue; S. cerevisiae Mot1-301 growth rescue, ATP luminescence, 38.5C; percent above DMSO median, 100 means doubled; growth rescue, % at 18.8 µM; 1% of 320,000 active;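 active = every valid replicate shows activation above 250% relative to neutral control wells; inactive = the rest, any valid replicate at or below 250%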;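 note: OY570 slx delta 5 strain wells were the positive control but not used for scaling; some compounds called inactive have numbers as strong as hits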
Ecoli viability = bacterial growth inhibition, counter-screen for AddAB inhibitors; inhibition, % at 11.9 µM; 0.27% of 330,000 active; E. coli V3065 growth, OD600 absorbance, 18 h; AID 449728;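 active = inhibition above the campaign's mean inhibition across all tested compounds plus 3 SD, cut at about 9.9% in these data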;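 note: uninfected addAB+ strain grown without phage in ampicillin broth; 0% = DMSO wells and 100% = ciprofloxacin 0.95 µg/ml wells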
AddAB inh = less growth of phage-infected E. coli with AddAB; E. coli expressing H. pylori AddAB, absorbance growth; inhibition, % at 11.9 µM; 0.29% of 330,000 active; in the data active = inhibition above about 12%;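 note: 0% = vehicle wells of infected cells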
DAGLB inh = diacylglycerol lipase beta (human) inhibition; Q8NCG7; HEK293T DAGLB membrane lysate, EnzChek fluorogenic substrate; inhibition, % at 5.17 µM; 0.059% of 340,000 active; AID 504411; in the data active = inhibition above about 34%;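 note: 0% = enzyme with vehicle and 100% = wells lacking enzyme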
Target sequence (Q8NCG7 whole entry, looked up): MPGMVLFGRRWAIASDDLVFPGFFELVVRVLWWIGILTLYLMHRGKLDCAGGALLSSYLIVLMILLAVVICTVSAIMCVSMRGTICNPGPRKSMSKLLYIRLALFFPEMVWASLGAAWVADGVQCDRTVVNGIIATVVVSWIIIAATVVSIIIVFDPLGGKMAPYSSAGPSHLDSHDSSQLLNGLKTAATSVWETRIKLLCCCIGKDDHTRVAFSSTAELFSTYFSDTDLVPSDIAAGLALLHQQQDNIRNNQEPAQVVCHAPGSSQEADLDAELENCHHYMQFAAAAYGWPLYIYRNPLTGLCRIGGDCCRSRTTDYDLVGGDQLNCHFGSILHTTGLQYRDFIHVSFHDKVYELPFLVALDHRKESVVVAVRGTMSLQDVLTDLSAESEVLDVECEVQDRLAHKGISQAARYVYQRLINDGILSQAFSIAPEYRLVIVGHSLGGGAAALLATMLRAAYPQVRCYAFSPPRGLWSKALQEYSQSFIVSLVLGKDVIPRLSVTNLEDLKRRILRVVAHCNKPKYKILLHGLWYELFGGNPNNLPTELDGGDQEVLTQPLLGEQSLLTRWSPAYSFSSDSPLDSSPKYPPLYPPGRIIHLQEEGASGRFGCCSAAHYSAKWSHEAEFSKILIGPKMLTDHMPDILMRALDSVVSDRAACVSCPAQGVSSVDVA
PKA-R2B act = PKA-R2B complex activation | P22694+P31323 | 0.079% of 340,000 active | activation, % at 11.4 µM | PKA-R2B holoenzyme dissociation, Cy5-IP20 fluorescence polarization; R2B truncated from residue 108, S112A mutant; 0% DMSO only, 100% 113 µM cGMP;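 active = activation above a cutoff set at the mean over all compounds plus 3 SD, cut at about 18% in these data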;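 note: higher means more holoenzyme dissociation and a rise in polarization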
CDK5 inh = blocks human CDK5/p35 kinase activity; Q00535+Q15078; Recombinant CDK5/p35, ADP-Glo luminescence, 60 min; inhibition, % at 10 µM; 0.01% of 330,000 active;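 active = highest replicate inhibition of at least 50% and at least 75% of replicates reaching 50%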;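 note: plate controls were DMSO neutral control for no effect and GW8510 at 10 µM for full effect; many of its hits are not listed in these tables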
HTR5A ag = HTR5A agonism, opioid heterodimer counter-screen; P47898; HTR5A agonist assay, luminescence, cell-based; activation, % at 9.3 µM; 0.61% of 340,000 active; AID 504692; in the data active = activation mostly above about 9.5%, no sharp cut-off; inactive = mostly below about 7.6%;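 note: 0% = cells with vehicle only and 100% = reference agonist; strong numbers were not always called active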
Target sequence (P47898 whole entry, looked up): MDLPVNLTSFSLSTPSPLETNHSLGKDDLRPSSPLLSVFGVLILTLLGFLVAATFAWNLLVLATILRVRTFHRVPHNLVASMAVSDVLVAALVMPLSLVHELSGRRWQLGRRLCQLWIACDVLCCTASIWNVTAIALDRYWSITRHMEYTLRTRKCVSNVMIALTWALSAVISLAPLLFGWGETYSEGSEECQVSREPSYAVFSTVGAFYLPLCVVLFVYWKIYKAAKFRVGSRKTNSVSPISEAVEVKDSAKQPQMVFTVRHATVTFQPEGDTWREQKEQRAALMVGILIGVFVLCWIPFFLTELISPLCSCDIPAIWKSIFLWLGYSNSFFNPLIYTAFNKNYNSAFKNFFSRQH
HTR5A inv ctr = HTR5A inverse agonism, opioid heterodimer counter-screen. P47898. HTR5A cell line, luminescence. inhibition, % at 9.3 µM. 0.083% of 340,000 active. AID 504634; in the data active = inhibition mostly above about 23%, no sharp cut-off; inactive = mostly below about 18%;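 note: 0% = cells with DMSO and 100% = no-cell wells with DMSO; some compounds called inactive have numbers as strong as hits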
phage Ecoli inh = E. coli growth loss with phage present | 0.26% of 360,000 active | inhibition, % at 11.9 µM | growth absorbance; in the data active = inhibition above about 11%
PKA-R1A act = PKA-R1A complex activation | PKA-R1A dissociation, Cy5-IP20 fluorescence polarization; scaled: DMSO 0%, 113 µM cGMP 100% | 0.083% of 340,000 active | P00514+P68181 | activation, % at 11.4 µM;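 active = percent activation above the mean of all tested compounds plus 3 SD, cut at about 19% in these data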;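 note: higher means more PKAc released from R1A so a rise in polarization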
Tat export inh = blocks Tat-dependent protein export in E. coli; AID 488895; 0.036% of 340,000 active; inhibition, % at 10 µM; E. coli MC4100 TorA-mCherry Tat export, fluorescence;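 active = mean replicate inhibition at least 50% and at least half of replicates individually reaching 50%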;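 note: exported cargo escapes ClpAP degradation while cytoplasmic cargo is degraded and loses fluorescence; 0% = median of neutral control wells and 100% = median of NaSCN control wells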
The depositor's hits bear a star; nt = no result given.

Preview, 2 compounds:
SMILES	Mot1-301 SUMO	Ecoli viability	AddAB inh	DAGLB inh	PKA-R2B act	CDK5 inh	HTR5A ag	HTR5A inv ctr	phage Ecoli inh	PKA-R1A act	Tat export inh
CCS(=O)(=O)N1Cc2ccccc2CC1C(=O)Nc1ccccc1OC (stereo unspecified)	-15	-1.1	-0.3	1	-6	-0.2	3	-7	4.3	-9	1
CCOC(=O)c1sc(C)c(C(N)=O)c1NC1=NCCCCC1	-7	0.1	1.2	0	-1	-1.0	6	20	2.4	-3	-1

This part in full (from the top)
SMILES	Mot1-301 SUMO	Ecoli viability	AddAB inh	DAGLB inh	PKA-R2B act	CDK5 inh	HTR5A ag	HTR5A inv ctr	phage Ecoli inh	PKA-R1A act	Tat export inh
CCS(=O)(=O)N1Cc2ccccc2CC1C(=O)Nc1ccccc1OC (stereo unspecified)	-15	-1.1	-0.3	1	-6	-0.2	3	-7	4.3	-9	1
CCOC(=O)c1sc(C)c(C(N)=O)c1NC1=NCCCCC1	-7	0.1	1.2	0	-1	-1.0	6	20	2.4	-3	-1
Cc1ccc(C2/C(=C(/O)c3ccc(Cl)cc3)C(=O)C(=O)N2CC2CCCO2)o1 (stereo unspecified)	-3	-0.3	-1.5	2	-7	0.4	-6	16	1.6	-4	-5
O=C(N/N=C\c1ccc(O)c([N+](=O)[O-])c1)C1COc2ccccc2O1 (stereo unspecified)	87	-2.3	-1.4	8	1	-8.2	2	-4	2.6	-5	24
CCOC(=O)N1CCN(C(=O)COc2ccc(Cl)cc2)CC1	-5	0.7	-0.6	1	-8	4.2	-1	-6	-0.6	-18	-3
O=C(NCCN1CCOCC1)c1ccc2c(c1)ncn2C1CCCCC1	0	0.7	0.0	-1	4	-0.6	-4	-29	0.1	-9	0
COc1cccc(CN(Cc2ccccc2F)S(=O)(=O)c2ccc(S(=O)(=O)NCc3ccccc3)cc2)c1	16	-0.5	2.0	-11	3	-0.3	5	-18	1.8	-4	1
COc1cccc(/C=C/C(=O)OCC(=O)c2c(N)n(C)c(=O)n(C)c2=O)c1	11	0.5	-0.3	-10	-1	-1.2	1	-30	1.7	-7	-6
COC(=O)Nc1ccc(OCC(=O)N2CCOCC2)cc1	151	0.8	3.1	-1	4	0.4	2	9	3.1	8	-1
Cc1ccsc1CN(C)CC(=O)Nc1cccc(S(=O)(=O)N(C)c2ccccc2)c1	nt	nt	nt	-3	3	0.2	7	-12	2.8	3	-2
CC(=O)N=c1scc(-c2ccccc2)n1-c1cccc(O)c1	37	3.8	3.5	-2	-3	0.9	6	-17	0.9	-8	-1
N#Cc1ccc(-c2ccccc2)nc1Sc1ccc(F)cc1	-12	1.4	1.2	-2	2	-0.8	7	16	2.7	-2	-2
Cc1ccc(-c2cc(-c3ccco3)c(C#N)c(=O)[nH]2)cc1	-8	1.6	3.5	8	-3	0.6	8	-9	1.9	1	-1
CCN(CCCNC(=O)C1CCC(=O)N1C(C)C)c1cccc(C)c1 (stereo unspecified)	367	0.4	-0.4	-1	4	0.6	0	-31	2.8	-7	3
COc1ccc(Cc2c(C)nc(N)nc2Cl)cc1	47	-2.3	-0.4	-2	-1	0.5	7	18	2.8	-1	-3
O=C(O)CN1C(=O)/C(=C\c2cc(Br)ccc2OCc2ccc(F)cc2)SC1=S	2	-1.3	-3.0	12	-12	2.7	-1	5	4.0	-3	17
CCC(=O)Nc1cccc(NC(=O)COc2ccc(OC)cc2)c1	340	3.9	7.0	0	-4	0.6	-3	-28	3.6	0	11
CSc1ncccc1C(=O)OCC(=O)N1CCCC1	9	-1.1	-0.5	1	-1	-0.6	6	-14	2.1	2	0
CCC(NS(=O)(=O)c1cnn(CC)c1)c1ccccc1 (stereo unspecified)	-11	-3.3	-1.3	-1	-1	0.9	-2	4	4.2	4	-11
CC(C)(C)N1CC(c2nc3ccccc3n2Cc2ccc(Cl)cc2)CC1=O (stereo unspecified)	-14	-0.1	1.1	0	-4	1.3	3	-9	0.3	-2	6
COc1ccccc1CC(=O)Nc1ccc2c(c1)OC1(CCCC1)O2	52	-1.5	1.4	-5	-4	0.7	1	-4	1.5	5	1
COc1cc(/C=C/c2ccc(/C=C/c3cc(OC)c(OC)c(OC)c3)cc2)cc(OC)c1OC	nt	nt	nt	-2	-17	-1.2	0	-1	-1.3	4	4
Cc1noc(/C=C/c2nn(C)cc2Cl)c1[N+](=O)[O-]	-12	1.5	2.8	-3	2	-0.5	3	-19	3.2	-7	0
CC(C)c1ccc(NC(=O)CNCC(c2ccccc2)N(C)C)cc1 (stereo unspecified)	0	-3.7	-2.0	-1	1	-1.1	-6	-1	-1.7	-7	3
C#CCOCCOCCOCCNc1nc(N2CCOCC2)nc(N2CCN(C(=O)[C@H](CCCCN)n3cc(CCC(=O)O)nn3)CC2)n1	nt	nt	nt	1	-5	2.6	2	-14	-0.2	-2	-8
O=S1(=O)N=C(Oc2cccc3ccccc23)c2ccccc21	-8	-1.7	-0.5	-1	-11	-0.5	5	-14	1.0	-14	-2
O=C(O)CCC(=O)N1CCc2cc(S(=O)(=O)NC3CCCC3)ccc21	16	1.0	2.7	-1	-4	0.5	3	-12	3.8	-20	-5
Cc1nc(N2CCN(C(=O)c3ccco3)CC2)nc2c1C(=O)CCC2	-20	-0.3	1.9	0	1	0.0	2	15	2.4	5	-6
COc1ccc(Cc2nc3ccc(C(=O)NCCn4cccn4)cc3o2)cc1	4	1.1	4.5	-2	4	-1.0	-1	3	0.6	0	-7
O=C(Cn1cnc2c(nnn2-c2ccccc2)c1=O)N1CCC(Cc2ccccc2)CC1	11	1.6	-1.8	-3	0	-0.5	0	-8	0.9	8	-6
CCCCN(C(=O)c1cccc(N2C(=O)c3ccccc3C2=O)c1)c1c(N)n(CCCC)c(=O)[nH]c1=O	nt	nt	nt	1	-5	-0.1	7	-2	3.8	1	-7
CCCCCC(C)NC(=O)c1ccoc1C (stereo unspecified)	-7	-1.6	2.1	-1	3	-0.2	2	7	-0.3	1	-10
FC(F)(F)c1cccc(OCCN2CCN(Cc3ccccc3)CC2)c1	139	0.1	1.0	-2	-2	-1.2	-2	0	-2.5	6	2
O=C1NC(=O)C2C3c4ccccc4C(c4ccccc43)C12 (stereo unspecified)	-20	0.7	2.1	-1	-20	2.3	0	-1	0.6	0	2
Cc1c(Cl)cccc1NC(=O)N1CCCN(c2nc(-c3ccccc3)ns2)CC1	126	-0.8	2.6	-2	-9	-0.1	0	-24	2.3	7	-4
CCC(C(=O)N1CCc2ccccc2C1)n1nc(C)n2c(cc3occc32)c1=O (stereo unspecified)	-6	-0.3	2.7	-7	-8	-0.8	1	-3	1.3	-3	10
CC(NC(=O)COC(=O)CN1C(=O)c2ccccc2C1=O)c1ccccc1 (stereo unspecified)	-2	1.6	-0.5	2	-12	1.0	-7	18	2.2	2	-3
O=C(COC(=O)CCCSc1nc2ccccc2[nH]1)NC(=O)NC1CCCC1	-1	-1.4	4.1	0	11	-0.5	4	-25	2.4	10	-6
COc1ccc(CNC(=O)COC(=O)c2[nH]c(C)c(C(C)=O)c2C)cc1OC	-2	-2.9	0.8	2	4	-0.5	1	-2	2.2	-4	0
CCc1ccc(N2CC(C(=O)OCC(=O)Nc3cc(C)on3)CC2=O)cc1 (stereo unspecified)	nt	-1.8	0.5	-4	-1	-0.4	-2	-8	2.2	-9	-14
COc1ccc(-c2nnc3n2CCCCC3)cc1	-18	1.1	2.9	-1	9	-0.8	3	-8	0.9	10	-10
CCc1nn(C(C)C(=O)NCCc2ccccc2)c(=O)c2cc3occc3n12 (stereo unspecified)	11	0.4	4.4	-2	0	1.5	10	-5	-2.1	8	-4
CCCN(CC1CC1)S(=O)(=O)c1ccc(S(N)(=O)=O)cc1	66	-0.9	4.0	-1	3	1.9	1	-4	1.4	4	8
O=c1c2ccccc2nnn1CSc1ncnc2ccccc12	-1	-0.7	1.9	0	2	-0.6	-2	5	3.1	3	-2
COc1ccc(Cl)cc1NS(=O)(=O)c1c(C)[nH]c(C)c1C(=O)N1CCCCC1	15	0.5	3.4	2	6	0.2	0	4	-0.2	-6	-6
CCCN(CCC)C(=O)Cn1c(=O)c2sccc2n2c(=S)sc(-c3ccccc3)c12	-16	1.1	5.4	-1	-2	1.5	-3	8	1.7	-3	-2
CC(=O)c1ccc(N2CCN(Cc3nc4ccccc4[nH]3)CC2)cc1	5	-1.1	1.3	0	5	-1.2	-4	2	1.2	8	0
CCNC(=O)O/N=C1\CCCCC1c1ccc([N+](=O)[O-])cc1[N+](=O)[O-] (stereo unspecified)	123	0.4	-0.4	0	-3	0.6	-2	8	1.1	-3	-6
CCC1=C(c2cc(OC)c(OC)c(OC)c2)C2(CCCC2)C(=O)O1	360	-0.2	1.8	-1	-10	0.0	-1	3	-0.8	-6	-5
CCOC(=O)c1c(NC(=O)CSc2ccccc2C(=O)O)sc(C)c1C	4	1.8	-0.3	10	-2	1.2	0	-1	3.1	5	-10
NC(=O)[C@@H]1CCCNc2c(I)cc([N+](=O)[O-])cc2C(=O)N[C@@H](CO)C(=O)N[C@@H](Cc2ccc(O)cc2)C(=O)N1	-7	-2.6	1.4	3	-3	-4.2	0	17	3.1	-8	21
Cc1cc(C(c2cc(C)c(N)c(C)c2)c2ccco2)cc(C)c1N	-14	-0.2	1.9	-3	-4	-0.8	5	-1	-0.1	3	-2
Cc1cc(C)c2c(CC(=O)NN(C)C)coc2c1	-2	-2.2	2.4	-3	10	-0.4	5	-15	0.2	4	-10
O=C(N/N=C/c1ccc(O)cc1)NC12CC3CC(CC(C3)C1)C2	-3	-1.0	0.5	1	-1	0.8	6	-20	-1.6	-4	-1
O=C1CC(C(=O)N(c2ccc(F)cc2)C(C(=O)NC2CCCC2)c2ccccn2)CS1 (stereo unspecified)	-3	-0.7	0.9	1	10	-0.7	0	-30	2.2	5	-5
C[C@H](CO)N1C[C@H](C)[C@@H](CN(C)C(=O)NC2CCCCC2)Oc2c(NC(=O)Cc3ccccc3)cccc2C1=O	-16	1.1	-0.2	1	2	0.8	-2	-1	0.9	-13	-5
COc1cc(CN(C)Cc2ccccc2)cc(OC)c1O	-13	-1.4	1.3	-1	-3	-0.8	0	-12	1.0	-9	-3
COc1ccc(S(=O)(=O)N2CCC(C(=O)N[C@@H](C)C(=O)NCc3ccccc3OC)CC2)cc1	6	0.5	3.4	0	2	-0.1	2	-4	0.2	7	5
COc1ccc(CCNc2nc(-c3cccc(NC(C)=O)c3)cs2)cc1OC	16	0.8	2.4	-1	8	-1.7	3	-8	2.2	-8	-4
CCCN(C(=O)c1ccccc1Cc1ccccc1)C1CCS(=O)(=O)C1 (stereo unspecified)	-12	-0.5	0.5	3	-5	0.5	3	14	0.3	-2	-5
O=C(Nc1nnc(Cc2c[nH]c3ccccc23)s1)c1ccc(Cl)cc1Cl	-10	2.1	2.7	2	8	-0.2	7	8	2.8	12	2
N#CCCN(Cc1cccnc1)S(=O)(=O)c1ccc(S(=O)(=O)NC2CCCCC2)cc1	336	0.7	0.8	1	-3	1.0	6	-16	2.0	1	2
